# CSM14.1 death rescue – protection against thapsigargin-triggered cell killing – 384-well, CSM14.1, ATP luminescence, primary screen (AID 1222); CSM14.1 thapsigargin-induced death rescue, ATP luminescence; higher % means a stronger effect; one-dose cellular ATP content (survival), % at 20 µM; EC50 in µM for titrated hits; 190,000 tested, under 10 active;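 active = EC50 below 50 µM in the dose-response confirmation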;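 also: death triggered by thapsigargin at about 15 µM added after 2 h compound pretreatment; cell ATP read after overnight thapsigargin exposure of roughly 18 to 22 hours; normalized against plate controls of thapsigargin alone and 5% DMSO vehicle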
# MT stabilize HCS – microtubule stabilizers in HeLa cells. % tubulin-high responders, % at 10 µM. AID 2205. HeLa tubulin immunostaining HCS, 24 h; share of cells brighter than vehicle mean+2SD. 200,000 compounds, 0.83% hits;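 active = plate Z-score above 3 for both tubulin-high and condensed-nucleus cell shares, with cell loss under 80%, at 10 µM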;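 also: anti alpha tubulin signal scored within the nucleus-defined area of each cell; some results filed as inactive read as strong as hits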
# Autophagy HCS – autophagy modulation, high-content screen | 190,000 compounds, 0.98% hits | MEF GFP-LC3 puncta imaging; test concentration mostly 10 µM | AID 463193 | calls only at 10 µM (by protocol);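 active = percentage of spot-positive cells more than 3 SD above its plate mean, without a fluorescence outlier flag or 80% toxicity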;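 also: spot-positive cell cutoff set from DMSO-treated cells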
# Hep lipid drop – modulators of hepatic lipid droplet formation | AML12 mouse hepatocytes, oleate lipid droplets, BODIPY imaging | AID 1656 | inhibition, % at 6.5 µM | 240,000 compounds, 0.4% hits;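 active = lipid droplet intensity inhibited by at least 50%, with more than 500 cells counted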
#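 Material – mouse AML12 hepatocyte cell line, fixed after treatment · Compound dosing – one dose, 6.5 µM compound · Times – compound with oleate, overnight · Measured by – Image-based BODIPY and DAPI two-channel analysis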
# Ins promoter up – MIN6 insulin promoter up-regulation | z-score at 5 µM | MIN6 insulin promoter-GFP reporter, high-content imaging; active compounds read high | 190,000 compounds, 0.3% hits;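 active = z-score above 3 at 5 µM with at least 500 cells counted in the well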
# PhoP inhibition – inhibitors of PhoP regulon expression, primary screen, Salmonella Typhimurium, GFP reporter (AID 1863). S. Typhimurium PhoP-regulated promoter GFP reporter, 4 h; higher % means a stronger effect. one-dose inhibition, % at 50 µM; IC50 in µM for titrated hits. 300,000 compounds, 0.16% hits;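 active = inhibition over 29.93%, a cutoff 3 SD above the screen mean, later confirmed by dose response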;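 also: 0% = low Mg2+ inducing control and 100% = high Mg2+ repressing control; strong numbers were not always called active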
# bCat nuc transl – alters nuclear translocation of beta-catenin in HeLa cells. immunofluorescence imaging. nuclear translocation activity, % at 5 µM. 190,000 compounds, 0.3% hits. AID 1665;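 active = nuclear translocation activity above 50% at 5 µM, with a well cell count of 50 or more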;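 also: per-cell ratio of nuclear to cytoplasmic median beta-catenin stain intensity; plate controls were DMSO negative control for no effect and GSK-3 inhibitor IX positive control for full effect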
#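 System: Human HeLa cells, endogenous beta-catenin | Compound dosing: 5 µM primary, 0.02–20 µM confirmation | Timing: 24 h compound exposure at 37°C, 5% CO2 | Measured by: Fluorescence imaging of beta-catenin antibody stain plus DAPI | Read-out basis: % activation of per-cell nuclear versus cytoplasmic median beta-catenin signal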
# Dynein cargo inh – dynein cargo transport inhibition; 3617.4 mouse cells, GR-EGFP nuclear translocation imaging; test concentration mostly 20 µM; stimulated with dexamethasone, 1 µM; active compounds read low; z-score, hits read low; 220,000 compounds, 0.47% hits; AID 1381;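 active = plate z-score of nuclear minus cytoplasmic receptor signal below a set negative limit, without overly bright fluorescence or cell loss, cut at about -3.5 in these data, passing the limit was not always enough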;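 also: z-score of nuclear minus cytoplasmic ring GR-EGFP intensity difference per well; some compounds called inactive have numbers as strong as hits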
#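 Buffer or medium: tet-free, stripped-serum medium; reagent: dexamethasone at 1.0 µM final, 30 min; incubation: 48 h induction, 1 h compound, 30 min dex at 37 °C; measured by: formaldehyde fixation, Hoechst nuclear stain, 10x automated fluorescence imaging; read-out: nuclear-to-cytoplasmic GR-EGFP distribution per well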
# T cell modulator – T cell immune modulators affecting CD8 T cell-vesicle binding. 2C CD8+ T cell-vesicle binding, flow cytometry; active compounds read low. calls only at 7 µM. 330,000 compounds, 0.068% hits;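 active = response, share of CD8 T cells binding vesicles, and their 90th percentile fluorescence all below set limits, cut at about 80% in these data, passing the limit was not always enough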
#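 Assay system: 2C TCR transgenic mouse naive CD8+ T cells, MACS-purified | Read-out: CD8+ gate FL2 mean fluorescence as % of same-row positive control | Signal: High-throughput flow cytometry with anti-B7-1 and anti-CD8 staining | Timing: Binding step 1.5 h, 37 °C, antibody labelling 20 min, ice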
# Dynein cargo inh cytoplasmic EGFP – also measured in Dynein cargo inh; calls as there; z-score; measured here: cytoplasmic GR-EGFP intensity; active compounds read high
# Dynein cargo inh nuclear GR-EGFP – further read-out of Dynein cargo inh, marked with its call; z-score; measured here: nuclear GR-EGFP intensity;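 lower value marks the stronger effect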
# Dynein cargo inh cell count – also measured in Dynein cargo inh; calls as there; z-score; measured here: cell count per field
# Ins promoter up cell count – also measured in Ins promoter up; calls as there; cell count; measured here: cytotoxicity, nuclei count;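 total cells summed across four imaged fields per well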
# Hep lipid drop cells 6.5 µM – second read-out of Hep lipid drop, no call of its own (marks repeat the call); cell count; measured here: cell count, cytotoxicity flag;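 cells counted across two imaged fields per well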
# bCat nuc transl cell count 5 µM – recorded beside bCat nuc transl, whose call it bears; cell count; measured here: cell count, cytotoxicity flag
# T cell modulator vesicle-bound % – recorded beside T cell modulator, whose call it bears; double positive events, %; measured here: CD8+ vesicle-bound cell fraction;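 binding gate set so that unloaded-vesicle control wells show 10% double positive cells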
# MT stabilize HCS Hoechst-high % – also measured in MT stabilize HCS; calls as there; % Hoechst-high responders; measured here: nuclear condensation Hoechst responders;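 share of cells brighter than vehicle mean plus two SD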
# MT stabilize HCS cytotoxicity % – further read-out of MT stabilize HCS, marked with its call; toxicity, %; measured here: cytotoxicity by cell density;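 0% = mean cell density of plate MIN control wells and 100% = no cells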
# Autophagy HCS cell loss 18 h – recorded beside Autophagy HCS, whose call it bears; toxicity, %; measured here: cell loss, nuclei count;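 cell loss after 18 h compound exposure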
# Active calls of the source: *; i = inactive; x = not tested or not shown.
# Second line of a record – T cell modulator	Hep lipid drop cells 6.5 µM	bCat nuc transl	Hep lipid drop	MT stabilize HCS Hoechst-high %	MT stabilize HCS cytotoxicity %	Dynein cargo inh cell count	T cell modulator vesicle-bound %	MT stabilize HCS	Dynein cargo inh nuclear GR-EGFP	Ins promoter up	bCat nuc transl cell count 5 µM	Dynein cargo inh	Ins promoter up cell count	Autophagy HCS cell loss 18 h	Autophagy HCS	PhoP inhibition	Dynein cargo inh cytoplasmic EGFP	CSM14.1 death rescue
1. Nc1cc(-c2ccc(Cl)cc2)nn1S(=O)(=O)c1ccccc1
 : i	x	x	x	2.4	8.7	-0.0118	2.2	3.2	0.0141	0.37	x	-0.0139	752	15.8	i	8.6%	-0.223	-1.2%
2. COc1ccccc1C1=NOC(C)(c2sc(-c3ccc(Cl)cc3)nc2C)C1 (stereo unspecified)
 : i	658	0.0	7.4	x	x	-0.523	5.0	x	-0.0657	-0.54	1339	-0.234	1086	x	x	-4.6%	-0.763	x
3. O=C(c1ccco1)N1CCC(c2nc(-c3ccccc3Cl)no2)CC1
 : i	787	-1.0	-13.1	2.8	13.7	0.367	50.5	1.5	0.136	0.96	1233	-0.476	1092	-38.4	i	1.9%	-0.175	-2.4%
4. Cc1ccnc(Sc2ccc([N+](=O)[O-])cn2)n1
 : i	724	3.0	8.7	1.6	8.4	0.333	48.9	1.6	0.194	1.34	841	0.305	1447	-2.7	i	0.3%	-0.219	-1.6%
5. Cc1onc(-c2c(Cl)cccc2Cl)c1C(=O)N=C(N)N1CC(C)OC(C)C1 (stereo unspecified)
 : i	663	1.1	-14.6	x	x	0.12	26.3	x	-0.0917	0.19	1305	-0.336	1058	x	x	-5.3%	-0.0861	x
6. CC(=O)N1CCN(C(=S)NCc2ccccc2)CC1
 : i	682	-2.7	8.1	2.0	1.6	-1.72	41.1	4.4	1.2	0.18	519	2.22	1215	8.6	i	1.7%	-0.136	-8.6%
7. COC(=O)C1=C(C)N(C)C(=O)NC1c1ccc([N+](=O)[O-])o1 (stereo unspecified)
 : i	651	-2.9	2.5	2.9	6.3	-0.653	57.3	3.2	0.611	0.01	1087	1.3	1299	0.3	i	-9.2%	0.386	1.4%
8. C/C=C/C=C\C(=O)Nc1cccc(C2=NOC3(C2)C[C@@H](C(N)=O)N(C(=O)c2cc([N+](=O)[O-])cc([N+](=O)[O-])c2C)C3)c1 (stereo partly specified)
 : i	699	-1.1	-1.8	x	x	0.25	24.4	x	-0.155	-0.46	1290	-0.371	964	x	x	-22.1%	0.361	x
9. COc1ccc(-n2nnnc2/C=C/Nc2cc(C(F)(F)F)ccc2OC)cc1
 : i	x	1.3	x	x	x	-0.221	41.1	x	-0.209	0.38	1298	0.106	1371	x	x	-5.8%	-0.231	x
10. CC(C)CCNC(=O)c1nnc(Cc2ccc(Cl)cc2)o1
 : i	x	x	x	2.6	5.0	-0.77	39.4	6.0	0.541	1.82	x	0.577	923	2.4	i	12.5%	-0.0984	-0.1%
11. O=C(Nc1sccc1C(=O)N1CCOCC1)c1cccnc1
 : i	625	-1.5	-2.0	1.8	5.1	-0.138	25.4	2.3	-0.397	-0.13	1045	-1.14	1509	0.1	i	2.1%	-0.256	-2.6%
12. CSc1ccccc1NC(=O)c1ccoc1C
 : i	632	0.4	10.3	1.8	4.3	-1.09	33.9	1.7	-0.384	0.45	1091	-0.918	1810	1.9	i	-3.8%	0.000902	-1.3%
13. c1ccc(-c2ccccc2OCc2nnc3n2CCC3)cc1
 : i	693	-1.6	-8.3	2.2	7.3	-0.525	11.9	1.5	0.276	-0.12	1123	0.112	1069	19.5	i	3.2%	-0.16	-0.2%
14. Cc1nc2cccc(C(=O)Oc3ccc([N+](=O)[O-])cc3)c2o1
 : i	683	0.3	-27.9	1.8	7.8	-1.26	30.7	2.4	0.713	0.24	1065	0.143	1309	8.6	i	-8.4%	2.05	-0.9%
15. CC(C)=CC(=O)Nc1nnc(-c2ccc(F)cc2)s1
 : i	558	-2.5	-19.6	2.1	3.0	-0.561	12.9	3.8	-0.075	0.59	1097	0.144	1941	32.4	i	-7.5%	-0.194	0.6%
16. Cc1ccc(NC(=O)CN2C(=O)S/C(=C\c3ccc(-c4cccc(C(=O)O)c4C)o3)C2=O)cc1
 : i	785	-1.9	-12.0	1.7	9.6	0.691	39.0	1.8	-0.48	1.02	962	-0.914	877	-0.3	i	-14.6%	0.0669	0.5%
17. Clc1ccccc1Cn1nnc(-c2ccccc2)n1
 : i	736	0.3	12.6	1.2	10.1	0.325	58.7	2.9	-0.0835	0.46	1536	-0.548	1350	-12.9	i	-3.7%	-0.289	2.2%
18. COc1ccc(NC(=O)c2ccc(NCC3CCCO3)c([N+](=O)[O-])c2)cc1 (stereo unspecified)
 : i	692	-1.0	-10.6	3.3	3.2	-0.409	62.5	3.9	-0.504	0.2	1582	-0.682	1111	21.1	i	9.3%	-0.172	-0.2%
19. CC(C)C(=O)Nc1nnc(SCC(=O)NCC2CCCO2)s1 (stereo unspecified)
 : i	706	-0.7	18.6	3.3	9.2	-0.039	33.3	2.1	-0.172	-0.02	1160	-0.309	1297	-0.4	i	-11.2%	-0.281	x
20. OCC(Cc1ccccc1)Nc1c2ccccc2nc2ccccc12 (stereo unspecified)
 : i	651	1.0	2.6	3.1	5.5	0.467	25.0	1.9	-0.47	-2.78	1054	-0.67	1151	-2.1	i	-13.1%	-0.247	-2.4%
21. COc1ccc(-c2cn3cccnc3n2)cc1NC(=O)c1cccs1
 : i	655	1.8	19.1	2.1	4.6	-0.154	18.6	3.4	0.214	-0.63	1092	1.01	1443	13.7	i	-8.6%	-0.202	0.0%
22. CC(C)(C)c1ccccc1NC(=S)NCc1ccccc1
 : i	680	0.1	-17.3	3.0	7.9	0.707	24.5	2.9	-0.512	0.17	1167	-0.498	1286	3.8	i	-11.3%	-0.287	-1.8%
23. COc1ccccc1CNC(=O)c1ccccc1OCc1ccc(F)cc1
 : i	653	3.0	-47.8	2.6	4.7	0.287	18.1	2.3	0.172	-0.32	1053	-0.0442	1452	6.4	i	2.1%	-0.227	0.2%
24. CC12CC3(C)CC(C)(C1)CC(C(N)=O)(C2)C3
 : i	724	-3.5	28.1	1.6	10.2	0.703	28.9	5.2	0.164	-0.12	1072	-0.924	1547	17.3	i	10.4%	-0.284	-0.9%
25. CC1=C(C(=O)OC(C)C)C(c2ccccc2Cl)CC(=O)N1 (stereo unspecified)
 : i	809	x	-2.0	1.0	6.3	-1.31	34.7	1.5	1.19	0.44	x	1.08	1247	-0.9	i	-4.7%	0.477	-2.0%
26. O=C(NCCCN1CCOCC1)c1c(O)c2cc(Br)cc(Br)c2[nH]c1=O
 : i	x	-2.9	x	3.2	4.4	0.365	38.4	5.2	0.333	1.04	796	-0.345	1149	-3.7	i	x	0.585	0.1%
27. Cc1ccc(Cn2ncc3c(NCCCN4CCOCC4)ncnc32)cc1
 : i	689	-0.8	0.5	2.0	8.4	-0.595	17.3	3.6	-0.322	0.48	1016	-0.985	1731	-15.0	i	-9.6%	-0.18	-1.4%
28. NS(=O)(=O)c1ccc(Cl)c(C(=O)Nc2ccccc2[N+](=O)[O-])c1
 : i	729	1.0	-4.4	1.9	7.7	-1.62	48.6	3.9	1.68	x	1018	2.31	x	0.5	i	-1.4%	0.0272	0.1%
29. CN1CCN(C2=NC(=O)/C(=C/c3ccccc3OS(=O)(=O)c3ccccc3)S2)CC1
 : i	701	1.6	5.8	x	x	-0.679	23.6	x	0.345	-0.2	1279	-0.0166	1109	x	x	-4.8%	0.000117	x
30. Cc1c(-c2ccccc2Cl)nc2ccccc2c1C(=O)O
 : i	850	-6.0	15.7	x	x	0.452	38.7	x	-0.294	0.06	1210	-0.507	1484	x	x	6.9%	-0.278	x
31. Nc1ccccc1S(=O)(=O)NC1=NCCCCC1
 : i	461	-0.8	2.3	3.5	9.7	-1.83	33.3	1.7	1.87	x	989	2.36	x	-8.1	i	-6.9%	0.209	-1.5%
32. CN1C(=O)c2ccccc2N(C)C1c1ccccc1Cl (stereo unspecified)
 : i	764	1.0	-9.1	1.6	8.4	0.609	31.5	1.5	-0.238	x	935	-0.845	x	-21.4	i	1.4%	-0.305	3.3%
33. Cc1cc(NC(=O)CSc2nnc(-c3ccc(O)cc3)o2)no1
 : i	765	0.4	26.3	x	x	0.00332	24.9	x	0.58	-0.29	1358	0.295	1113	x	x	-1.8%	-0.158	x
34. CC(C)(C)C(=O)Nc1ccc(F)cc1[N+](=O)[O-]
 : i	727	0.4	35.9	x	x	-0.239	12.1	x	0.0155	0.53	1348	0.498	1416	x	x	-9.4%	-0.248	x
35. Cn1c(SCC(=O)Nc2cc([N+](=O)[O-])ccc2F)nnc1C(F)(F)F
 : i	719	-1.2	7.0	2.3	9.8	0.17	9.0	1.8	-0.113	0.01	958	-0.314	1291	1.4	i	-6.9%	-0.244	-3.0%

# Screens as filed in PubChem BioAssay.
